Screening results (PubChem BioAssay)
TR-FRET SRC-2 ct: counter-screen for PPARgamma SRC-2 recruitment agonists: TR-FRET artefact. hits give high values. TR-FRET ratio at 8 µM. 0.4% of 200,000 active. AID 1049; in the data active = TR-FRET ratio above about 2000; also: inactives centre near 1500
PPARg SRC-2 ag: PPARgamma-driven SRC-2 recruitment agonism. 0.34% of 200,000 active. P37231. activation, % at 8 µM. PPARgamma LBD-SRC-2 recruitment, biochemical. AID 1032; in the data active = activation above about 22%;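 also: 0% = vehicle and 100% = reference agonist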
PPARg SRC-1 ag: promotes SRC-1 coactivator recruitment by human PPARgamma | P37231 | PPARgamma-SRC-1 coactivator recruitment biochemical assay | activation, % at 8 µM | 0.41% of 200,000 active | AID 631; in the data active = activation above about 19%;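 also: 0% = DMSO and 100% = reference agonist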
bIAP inhibitor: intestinal alkaline phosphatase (bovine) inhibition. purified bovine IAP, CDP-star luminescence, 30 min. inhibition, % at 20 µM. 190,000 tested, under 10 active. AID 1019;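 active = over 50% inhibition of intestinal alkaline phosphatase at 20 µM in the single-dose screen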
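test system = bovine IAP enzyme | medium = DEA buffer 100 mM, pH 9.8, with MgCl2 1.0 mM, ZnCl2 0.02 mM | detection = luminescence | dosing = single compound dose of 20 µM, 2% DMSO final | incubation = 30 min reaction at room temperature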
PPARg SRC3 recr: promotes SRC-3 coactivator recruitment by human PPARgamma; P37231; biochemical PPARgamma/SRC-3 coactivator recruitment assay; activation, % at 8 µM; 0.26% of 200,000 active; AID 731; in the data active = activation above about 23%;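 also: 0% = DMSO and 100% = reference agonist; some compounds past the cut are filed as inactive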
S1P3 antagonist: antagonists of human S1P3 receptor; CHO S1P3 NFAT-BLA reporter, FRET fluorescence, antagonist mode; inhibition, % at 4.98 µM; 0.27% of 170,000 active;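 active = inhibition above the plate cutoff, the mean inhibition of test wells on that plate plus 3 SD, cut at about 28% in these data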;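 also: cells challenged with S1P at its EC80 of 0.8 µM; blue over green emission ratio from cleaved BLA substrate after 4 h stimulation; 0% = S1P-stimulated wells and 100% = unstimulated DMSO-only wells; some compounds past the cut are filed as inactive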
Target sequence (Q99500 whole entry, looked up): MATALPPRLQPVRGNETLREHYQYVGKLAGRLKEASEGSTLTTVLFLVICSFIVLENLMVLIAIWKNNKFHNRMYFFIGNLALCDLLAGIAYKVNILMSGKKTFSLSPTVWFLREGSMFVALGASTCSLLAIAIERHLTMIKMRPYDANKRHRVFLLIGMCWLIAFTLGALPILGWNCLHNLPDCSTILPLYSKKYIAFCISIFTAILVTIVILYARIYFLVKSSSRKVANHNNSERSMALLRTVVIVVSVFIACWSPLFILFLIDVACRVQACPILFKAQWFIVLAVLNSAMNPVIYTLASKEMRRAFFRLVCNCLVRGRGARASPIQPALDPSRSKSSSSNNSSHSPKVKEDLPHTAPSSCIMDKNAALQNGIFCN
TLR4-MyD88 BLA: blocks binding of human TLR4 to MyD88; O00206+Q99836; HeLa CL3-4 TLR4/MyD88 BLA complementation, FRET ratio; inhibition, % at 8.4 µM; 0.18% of 200,000 active; AID 861; in the data active = inhibition above about 25%;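 also: 0% = vehicle and 100% = reference inhibitor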
Redox H2O2 prof: compounds producing H2O2 with reducing agent – biochemical, NIH compound library profiling, artefact control for MLSCN library redox annotation, primary screen. DTT-dependent redox cycling H2O2, phenol red/HRP absorbance; 100% = 100 µM peroxide control, 0% = buffer. 0.03% of 200,000 active. activation, % at 10 µM;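 active = activation of at least 50% relative to the plate's high and low controls in the primary single-dose screen; inactive = activation below 50%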;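 also: compound incubated with DTT at 0.8 mM final as the reducing agent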
ROMK mod: human ROMK K+ channel modulation, primary screen. Tet-inducible ROMK, thallium flux fluorescence; actives lie on both sides. B-score at 10 µM. 2% of 130,000 active. AID 1918;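 active = signal ratio slope over the read window, or its plate-corrected B-score, at least 3 SD from the plate mean, either direction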;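 also: B-score of the F/F0 ratio slope over 7 to 12 s after thallium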
Target sequence (P48048 whole entry, looked up): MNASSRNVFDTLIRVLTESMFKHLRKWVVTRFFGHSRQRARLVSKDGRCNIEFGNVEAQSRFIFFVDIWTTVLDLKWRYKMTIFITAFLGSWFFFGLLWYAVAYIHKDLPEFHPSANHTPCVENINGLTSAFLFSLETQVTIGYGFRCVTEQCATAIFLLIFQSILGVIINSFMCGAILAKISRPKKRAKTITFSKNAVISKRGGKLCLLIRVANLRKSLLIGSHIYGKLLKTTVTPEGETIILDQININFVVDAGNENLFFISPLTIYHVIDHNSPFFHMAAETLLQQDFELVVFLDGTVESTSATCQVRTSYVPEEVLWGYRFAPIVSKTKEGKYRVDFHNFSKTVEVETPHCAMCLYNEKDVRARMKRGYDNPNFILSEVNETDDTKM
bIAP act: increases bovine intestinal alkaline phosphatase activity; purified bovine IAP, CDP-star luminescence, 30 min; hits give high values; fold of DMSO-control signal, blank-subtracted; activation factor at 20 µM; 0.17% of 200,000 active; AID 1016;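 active = activation factor of 2 or more at 20 µM, a signal rise over negative controls twice the positive control's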
L major viab: Leishmania major promastigote growth inhibition. Leishmania major promastigotes, resazurin fluorescence viability. inhibition, % at 10 µM. 9% of 200,000 active. AID 1063; in the data active = inhibition above about 50%;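 also: promastigotes grown with compound for 44 hours at 28 °C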
* hit, by the source's call; . = not tested or not shown.

cpd	SMILES	TR-FRET SRC-2 ct	PPARg SRC-2 ag	PPARg SRC-1 ag	bIAP inhibitor	PPARg SRC3 recr	S1P3 antagonist	TLR4-MyD88 BLA	Redox H2O2 prof	ROMK mod	bIAP act	L major viab
1	COc1ccc(N2C(=O)CC(N3CCC(C(N)=O)CC3)C2=O)cc1 (stereo not given)	1598	6	0	4	9	-5	0	-1.2	0.2	1	-9
2	CCn1c(COc2ccc(Cl)cc2)nnc1SCc1nc2ccccc2[nH]1	1623	-4	8	-57	3	.	-9	1.5	.	1.6	9
3	O=c1c2cc3c(cc2[nH]c(=S)n1Cc1ccco1)OCO3	1466	1	6	3	3	.	-5	-0.6	.	1	-2
4	CN1CCCN(Cc2nc(-c3ccc(Cl)cc3)no2)CC1	1376	2	8	6	5	-19	2	-1.2	1.7	0.9	93*
5	Cc1ccn2c(C(=O)N/N=C\c3ccccc3[N+](=O)[O-])c(C)nc2c1	1618	2	-2	.	-5	.	1	1.5	.	.	3
6	COc1ccccc1-n1cnc2cc(NCc3ccco3)ccc21	1542	3	16	-18	3	-11	9	-0.2	7.9*	1.2	2
7	CC(=O)C(Cc1ccccc1)NC(=O)CN1CCN(Cc2ccccc2)CC1 (stereo not given)	1439	10	-5	-26	-3	-3	-2	-1.8	-0.096	1.3	65*
8	COc1ccc(CNc2ccc(C(=O)O)cc2)cc1	1415	-17	-5	12	-13	16	10	2.6	.	0.9	-6
9	CCC(C)Oc1nc(C)cc(C)c1S(=O)(=O)c1ccccc1C (stereo not given)	1608	3	6	6	11	.	3	0.2	.	0.9	31
10	CNC(=O)NC(=O)COC(=O)CCCSc1nc2ccccc2s1	1422	2	6	44	0	-15	-3	-0.2	-0.9	0.6	-4
11	CN(C)C(=O)c1ccc(-c2n[nH]c(=O)c3ccccc23)cc1	1516	-3	0	-1	0	4	-12	-0.5	0.62	1	2
12	O=C(NCCN1CCN(C(=O)c2cccs2)CC1)c1cccs1	1662	4	-4	5	-9	7	3	0.8	.	0.9	-6
13	COc1ccc(C2CC(c3cccs3)=NN2c2ccc(F)cc2)cc1OC (stereo not given)	1776	1	-1	-69	-2	-14	6	-0.5	0.58	1.7	16
14	COc1ccc(-c2[nH]n(-c3ccc([N+](=O)[O-])cc3)c(=O)c2C=NCC2CCCO2)cc1 (stereo not given)	1540	-1	8	4	0	-16	-2	-1.9	.	1	-4
15	Cc1c(Cl)cccc1Nc1nc(N)nc(CN2CCc3ccccc3C2)n1	1458	-1	-3	0	1	.	6	0.2	-0.8	1	89*
16	O=c1c2ccccc2ncn1-c1ccccc1F	1774	6	14	4	-1	12	9	-1.1	1.5	1	0
17	COc1ccc(C(=O)Nc2c(F)c(F)c(F)c(F)c2F)c(OC)c1	1673	2	-1	2	2	13	-3	-0.6	.	1	-3
18	CC1=NC(=O)C(N=Nc2cccc(O)c2)N1c1ccccc1 (stereo not given)	1535	-10	3	7	0	.	2	0.2	2	0.9	-3
19	Cc1ccc2cc(C)c3nnc(SCC(=O)NCc4ccco4)n3c2c1	1689	4	2	-9	7	-6	-2	0.1	-0.014	1.1	-7
20	CCCc1ccc(-c2csc(NC(=O)Cc3cccs3)n2)cc1	1418	5	6	15	0	.	-2	0.1	-0.16	0.8	1
21	Cc1cccc(OCCCn2c(=O)oc3ccccc32)c1	1483	0	-3	1	0	11	4	-0.4	-0.34	1	2
22	COc1ccc(NC(=O)/C(N=Nc2cc(S(=O)(=O)Nc3ccc(OC)cc3)ccc2OC)=C(\C)O)cc1	1651	6	-2	0	6	-3	-24	-2.1	-1.6	1	-7
23	COc1ccc(C)cc1NC(=S)NNC(=O)c1ccccc1Cl	1352	-2	-3	-32	-5	.	7	0.2	0.43	1.3	-7
24	Cc1ccc(-n2c3c(c(=O)[nH]c2=O)C(NS(=O)(=O)c2ccc(Cl)cc2)(C(F)(F)F)C(=O)N3)cc1 (stereo not given)	1752	9	-4	38	1	-10	1	0.2	.	0.6	-6
25	O=C(/C=C\c1ccccc1OC(=O)c1ccccc1F)c1cc2ccccc2o1	1485	5	5	4	3	9	7	1.4	.	1	52*
26	CCOC(=O)C1CCCN(C(=O)c2ccc(Cl)c(S(=O)(=O)N3CCCCCC3)c2)C1 (stereo not given)	1527	-4	14	-4	1	-6	-5	1.0	-0.052	1	0
27	FC(F)(F)c1cccc(Cn2cnc(NC(=S)NCCc3ccccc3)n2)c1	1553	6	-4	2	3	-5	-21	0.5	0.018	1	-6
28	O=C1Nc2ccc(S(=O)(=O)N3CCCC3)c3ccc(S(=O)(=O)N4CCCC4)c1c23	1343	0	5	0	5	6	5	1.7	.	1	2
29	COc1ccccc1C/C(N)=N/OC(=O)COc1ccc2ccccc2c1	1473	-1	-6	19	1	.	17	1.9	.	0.8	-4
30	COC(=O)c1cccc(NC(=O)CCCOc2ccccc2)c1	1675	0	-10	12	-7	.	-3	2.5	.	0.9	-6
31	CSC1=NCCN1C(=O)COc1ccc2ccccc2c1	1597	8	3	8	7	-18	-10	-3.3	.	0.9	6
32	COCCNC(=O)CS(=O)(=O)Cc1nc(-c2ccc(C)cc2)oc1C	1503	-5	-2	2	-3	-1	0	-0.8	.	1	-3
33	COc1ccc(OC)c(S(=O)(=O)Nc2ccccc2C(=O)O)c1	1525	10	-8	5	2	-11	0	0.3	.	0.9	-3
34	Cc1ccc(N(Cc2ccco2)C(=O)c2ccc(N3CCCCC3)c([N+](=O)[O-])c2)cc1	1426	8	6	-5	5	5	2	0.1	-1.1	1.1	28
35	O=C(NCc1ccccc1)c1ccc(CS(=O)(=O)Cc2ccccc2F)o1	1568	0	-7	-9	0	9	-3	0.1	-1.3	1.1	5
36	O=C(CN1C(=O)NC2NC(=O)NC21)N/N=C/c1ccccc1F (stereo not given)	1577	-6	11	6	1	3	-1	-0.4	-0.55	0.9	-6
37	CC(C)(C)C(=O)NC1CCN(S(C)(=O)=O)CC1	1618	6	6	7	11	.	17	-0.7	0.17	0.9	-8
38	CCOP(=O)(OCC)c1nc(-c2cccc3ccccc23)oc1N1CCOCC1	1413	-5	-8	0	-2	-3	-4	-0.2	-2.3	1	12
39	Cc1cc(C)c(NC(=O)Cn2nc(-c3ccccc3)nc2-c2ccccc2)c(C)c1	1713	7	0	-11	-2	-10	-1	1.3	0.24	1.1	0
40	Cc1nnc(SCC(=O)N(C(C)C)C(C)C)nc1C	1636	-7	3	7	0	-5	-18	2.7	.	0.9	0
41	COc1ccc(C2c3c(ccc4ccccc34)Oc3ncn4nc(Cc5ccc(OC)c(OC)c5)nc4c32)cc1 (stereo not given)	1630	-2	2	17	-5	0	-5	0.5	.	0.8	1
42	CCC1c2ccc(C)n2CCN1C(=O)Nc1cc(Cl)ccc1OC (stereo not given)	1636	-5	8	0	7	9	-14	0.2	.	1	8
43	CCCn1nnnc1SCC(=O)NCc1ccc2c(c1)OCO2	1612	-10	0	18	-5	-6	-23	2.1	-0.33	0.8	-6
44	COc1ccc(CNC(=O)/C(C)=C\C(=O)O)cc1	1538	-10	2	3	3	-10	3	0.1	.	1	8
45	O=C(CS(=O)(=O)c1c[nH]c2ccccc12)NC1CCCCC1	1549	2	-1	8	-7	.	-3	-0.2	.	0.9	-6
46	Cc1nnc(NC(=O)CSc2cn(CCNC(=O)c3ccccc3)c3ccccc23)s1	1558	7	-4	8	-1	-15	-3	-0.3	.	0.9	-4
47	CC(=O)NC1=NN(C(C)=O)C(C)(c2cccs2)S1 (stereo not given)	1710	8	6	14	-2	.	1	1.6	0.017	0.9	0
48	CN(C)CCOCCOc1ccc(Cl)c2ccccc12	1478	-2	-4	-4	-5	-15	13	-0.3	-1.3	1	98*
49	CCc1ccc(N=CC23c4ccccc4C(c4ccccc42)C2C(=O)N(c4ccc(OC)cc4)C(=O)C23)cc1 (stereo not given)	1503	-1	0	8	3	.	1	-5.5	.	0.9	89*
50	Cc1ccccc1NC(=O)c1ccc(Cl)c(NC(=O)c2cccnc2)c1	1459	3	-1	1	6	-3	-8	0.5	0.37	1	-4

Entries by screen from the entries so far:
bIAP act, nos. 8–12: 0.9, 0.9, 0.6, 1, 0.9
bIAP inhibitor, nos. 8–12: 12, 6, 44, -1, 5

Going on with the list.
cpd	SMILES	TR-FRET SRC-2 ct	PPARg SRC-2 ag	PPARg SRC-1 ag	bIAP inhibitor	PPARg SRC3 recr	S1P3 antagonist	TLR4-MyD88 BLA	Redox H2O2 prof	ROMK mod	bIAP act	L major viab
51	CCOc1cc(/C=N/NC(=O)C(N)=O)cc(Br)c1O	1429	15	4	-5	4	-14	4	-0.9	0.002	1.1	2
52	Cc1ccc(C)c(NC(=S)N(CCN(C)C)C(C)c2ccccn2)c1 (stereo not given)	1618	12	10	0	4	-13	3	-1.0	-0.95	1	4
53	COCCn1c(C)cc(C(=O)CSc2ncn[nH]2)c1C	1574	1	1	-10	2	7	-7	-0.8	.	1.1	-7
54	COc1cccc(NC(=O)CSc2nnc(CNC(=O)c3ccccc3)n2C)c1	1676	0	-2	5	14	18	6	-0.9	.	0.9	-3
55	Cc1ccc(S(=O)(=O)N(C)C)cc1NC(=O)CN1C(=O)NC2(CCCc3ccccc32)C1=O (stereo not given)	1656	3	7	29	2	-8	-6	0.1	0.56	0.7	72*
56	COc1ccc(-c2csc(-c3cc4ccccc4oc3=N)n2)cc1	1403	-8	-8	12	-5	4	12	0.7	-0.25	0.9	1
57	O=C(OCCN1CCCC1=O)c1cc(F)c(F)c(F)c1F	1604	3	6	17	1	-2	-16	0.3	.	0.8	-2
58	CCC(Sc1nc2ccccc2o1)C(=O)O (stereo not given)	1498	4	0	7	2	5	3	-1.1	-0.067	0.9	-6
59	COc1ccccc1C(=O)Nc1ccc(Oc2nnc(-c3ccc(C)cc3)c3ccccc23)cc1	1406	1	2	3	3	-14	-15	1.6	.	1	16
60	Cc1ccc(OCC(=O)N/N=C\c2cn(Cc3ccccc3)c3ccccc23)cc1C	1492	-2	-4	2	5	-3	11	1.3	.	1	5
61	CCOC(=O)N1CCN(c2cc(C)c(C(C)=O)cc2F)CC1	1533	5	6	8	-2	-1	-11	-0.2	-0.42	0.9	-4
62	Cc1ccc(-n2cccc2C(=S)N=P(N(C)C)(N(C)C)N(C)C)cc1	1605	6	3	19	2	9	5	-1.9	.	0.8	57*
63	CC(C)(C)Sc1ccc(N)nc1	1725	5	7	5	-2	-74	8	1.8	0.79	1	-3
64	O=C1/C(=C/Nc2ccc3c(c2)OCO3)CCc2ccccc21	1612	4	4	.	4	47	12	-0.6	.	0.5	2
65	CCc1nnc(NC(=O)CN2C(=O)CCC2=O)s1	1448	7	3	9	4	-8	10	-0.8	.	0.9	43
66	COc1cc2c(C(=O)NCCCN3CCN(c4cccc(Cl)c4)CC3)cn(C)c(=O)c2cc1OC	1592	2	-1	-2	-2	.	-5	1.9	.	1	-3

Full records, quoted from the list. Values in the order: TR-FRET SRC-2 ct | PPARg SRC-2 ag | PPARg SRC-1 ag | bIAP inhibitor | PPARg SRC3 recr | S1P3 antagonist | TLR4-MyD88 BLA | Redox H2O2 prof | ROMK mod | bIAP act | L major viab
Shown for COc1ccccc1-n1cnc2cc(NCc3ccco3)ccc21 : 1542 | 3 | 16 | -18 | 3 | -11 | 9 | -0.2 | 7.9* | 1.2 | 2
Shown for Cc1ccc(S(=O)(=O)N(C)C)cc1NC(=O)CN1C(=O)NC2(CCCc3ccccc32)C1=O (stereo not given) : 1656 | 3 | 7 | 29 | 2 | -8 | -6 | 0.1 | 0.56 | 0.7 | 72*
